GALK inh – inhibitors of human galactokinase. P51570. Purified GALK, Kinase-Glo residual ATP luminescence. Potency, µM (top dose mostly 57.5 µM), for inactives: at the top dose activity change, negative = inhibition, hits mostly inhibitors. 270,000 tested, 0.007% active. AID 1868; also: potency is read from the fitted curve at half-maximal effect; % is scaled to controls: 0 for no effect and ±100 for the full control effect
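GALK at 5 nM final was combined with compound, 35 uM ATP and 100 uM galactose in HEPES pH8.0 with MgCl2 and DTT. The reaction ran one hour at room temperature before luminescent ATP detection.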
PKM2 act – PKM2 (human) enzyme activation; 260,000 tested, 0.34% active; P14618; AID 1631; purified PKM2, Kinase-Glo ATP luminescence, activation; response scale: 0% is enzyme alone, no compound; Potency, µM (doses to about 57.5 µM), for the others: top-dose activation, most hits filed as activators; also: potency is read from the fitted curve at half-maximal effect; % is scaled to controls: 0 for no effect and ±100 for the full control effect; nearly all actives have a fitted effect of over 55% in size
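Purified hPK-M2 (>95% pure) converted ADP (0.1 mM final) to ATP with 0.5 mM PEP in 50 mM imidazole pH7.2, KCl, MgCl2, Tween 20, BSA; 1 h at room temperature. ATP detected by Kinase-Glo luminescence.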
Mito fusion act – mitochondrial division inhibition or fusion activation; S. cerevisiae fusion-defective mutant growth rescue, CellTiterGlo 48 h; Potency, µM (doses to about 46.1 µM), for the others: top-dose growth rescue (activation), hits mostly activators; 320,000 tested, 0.23% active;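 also: potency is read from the fitted curve at half-maximal effect; % of control where 0% means no effect; nearly all actives have a fitted effect of over 45% in size; temperature-sensitive fusion mutants such as fzo1-1 at 37 °C on non-fermentable ethanol glycerol medium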
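S. cerevisiae fusion-defective temperature-sensitive mutants (e.g. fzo1-1, mgm1-5) grown 48 h at 37C in YPEG (ethanol/glycerol non-fermentable) medium with 23 nl compound per well; growth rescue read as CellTiterGlo luminescence.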
TSHR antag – antagonists of human thyroid stimulating hormone receptor; TSHR-expressing cells, TSH-stimulated cAMP HTRF, 2 h; active compounds read low; activity change, negative = inhibition, % at 11.5 µM; 330,000 tested, 0.2% active; AID 504810;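 active = activity change below a set negative limit, meaning inhibition stronger than a set level, cut at about -70% in these data; inconclusive = activity change between two set negative limits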; also: % is scaled to controls: 0 for no effect and ±100 for the full control effect
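TSHR-expressing cells were treated with compounds, then stimulated with TSH at EC80 (4nM final) for 2 hours at 37 deg C. Cellular cAMP was measured by HTRF competition between lysate cAMP and cAMP-d2 for a cryptate-labelled anti-cAMP antibody.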
Eya2 inh – inhibitors of human Eya2 phosphatase activity; O00167; recombinant Eya2, OMFP fluorescence dephosphorylation (OMFP is methylfluorescein phosphate); AID 488837; 330,000 tested, 0.006% active; Potency, µM (doses to about 76.9 µM), inactives show top-dose activity, negative = inhibition, actives largely listed as inhibitors; also: potency is read from the fitted curve at half-maximal effect; % is scaled to controls: 0 for no effect and ±100 for the full control effect
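Eya2 protein (added as 0.2 uM solution) was preincubated with compound for 10 min at ambient temperature in 50 mM HEPES pH 7.5, 50 mM NaCl, 5 uM MgCl2, 0.05% BSA, 1 mM DTT. OMFP (added at 50 uM) then reacted 10 min; fluorescence read at 485/525 nm.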
USP2a block – USP2a (human) protease inhibition | USP2 core, Ub-CHOP2 coupled fluorogenic reporter, 485/531 | Potency, µM (doses to about 38.3 µM), for the others: at the top dose activity change, negative = inhibition, usual class: inhibitors | 330,000 tested, 0.01% active;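 also: potency is read from the fitted curve at half-maximal effect; plate controls were DMSO wells for no effect and full inhibition by NEM control for full effect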
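Cell-free coupled assay: 10nM USP2 core preincubated 30min RT with compound in Tris-HCl pH 8.0/CaCl2/CHAPS buffer, then 25nM Ub-CHOP2 and 25nM reporter substrate; fluorescence (Ex 485/Em 531) read after 60min RT, normalized to NEM inhibition, concentration-response curves fitted.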
MBNL1-CUG inh – blocks human MBNL1 binding to CUG repeat RNA | 280,000 tested, 0.036% active | Potency, µM (top dose mostly 57.5 µM), without a hit: top-dose activity change, negative = inhibition, hits mostly inhibitors | Q9NR56 | TR-FRET MBNL1-His/biotin-(CUG)12 binding, 665/545 ratio | AID 2675; active = well fitted inhibition curve with a large enough effect in the signal ratio, with a control signal flat, not every such curve was filed as active; inconclusive = small, poorly fitted or top-dose-only effect, or effect the other way, or a change in a side signal; inactive = no such curve, though single readings can be large or run the other way; the % refers to the signal ratio; also: potency is read from the fitted curve at half-maximal effect; % is scaled to controls: 0 for no effect and ±100 for the full control effect
Target sequence (Q9NR56 whole entry, looked up): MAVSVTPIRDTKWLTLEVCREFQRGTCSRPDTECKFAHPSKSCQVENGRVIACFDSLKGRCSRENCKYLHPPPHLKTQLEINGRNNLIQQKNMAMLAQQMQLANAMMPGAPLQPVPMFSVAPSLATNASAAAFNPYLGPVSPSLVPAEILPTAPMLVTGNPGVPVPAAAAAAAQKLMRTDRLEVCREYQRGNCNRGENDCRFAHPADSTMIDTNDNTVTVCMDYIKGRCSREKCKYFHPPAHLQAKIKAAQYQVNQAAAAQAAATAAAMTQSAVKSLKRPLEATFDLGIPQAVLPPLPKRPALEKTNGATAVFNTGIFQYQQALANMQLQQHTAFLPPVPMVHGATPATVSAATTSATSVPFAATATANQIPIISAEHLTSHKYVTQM
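MBNL1-His + Biotin-(CUG)12, cpd titration 92 nM–58 uM; Tb anti-His Ab 0.055 ng/ul, SA-XL665 5 nM (final); 60 min RT; ratiometric 665/545 nm, Ex 340 nm; normalized to buffer and full-complex controls.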
BCR signal inh – inhibitors of chronic active B-cell receptor signaling | ABC-DLBCL IkBa-CBG/CBR reporter, luminescence ratio, 4 h | Potency, µM (titrated, usually from 46.1 µM), without a hit: at the highest dose ratio change, negative = lower green/red ratio, usual class: inhibitors | 340,000 tested, 0.05% active; active = well fitted inhibition curve with a large enough effect in the signal ratio, with a control signal flat, not every such curve was filed as active; inconclusive = small, poorly fitted or top-dose-only effect, or effect the other way, or a change in a side signal; the % refers to the signal ratio;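 also: potency is read from the fitted curve at half-maximal effect; plate controls were basal doxycycline-induced cells for no effect and cells given 10 µM MG132 for full effect; MG132 reads +100%, hits lower the ratio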
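TMD8 human ABC-DLBCL cells with doxycycline-inducible IκBα–green luciferase fusion and unfused red luciferase, in 0.5% FBS medium; compounds up to 46 uM, 4 h at 37C. Green/red luminescence ratio, filter-overlap corrected, fitted to concentration-response curves.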
Menin-MLL TR inh – displaces Texas Red mutant MLL peptide from human menin; O00255; Menin + Texas Red MLL mutant peptide, fluorescence polarization; Potency, µM (highest dose often 61.6 µM), inactives show at the top dose FP activity change, negative = inhibition, hits mostly inhibitors; 270,000 tested, 0.23% active; AID 1768; active = well fitted inhibition curve with a large enough effect in the polarisation, with a control signal flat, not every such curve was filed as active; inconclusive = small, poorly fitted or top-dose-only effect, or effect the other way, or a change in a side signal; inactive = no such curve, though single readings can be large or run the other way; the % refers to the polarisation; also: potency is read from the fitted curve at half-maximal effect; % of control where 0% means no effect; many of its hits are not listed in these tables
ASM inhibitor – inhibitors of human secretory acid sphingomyelinase; 340,000 tested, 0.006% active; placental ASM, HMU-PC fluorogenic substrate, 60 min; Potency, µM (series often up to 57.5 µM), without a hit: at the top dose activity change, negative = inhibition, most hits filed as inhibitors; also: potency is read from the fitted curve at half-maximal effect
Target sequence (P17405 47-631 limits assumed): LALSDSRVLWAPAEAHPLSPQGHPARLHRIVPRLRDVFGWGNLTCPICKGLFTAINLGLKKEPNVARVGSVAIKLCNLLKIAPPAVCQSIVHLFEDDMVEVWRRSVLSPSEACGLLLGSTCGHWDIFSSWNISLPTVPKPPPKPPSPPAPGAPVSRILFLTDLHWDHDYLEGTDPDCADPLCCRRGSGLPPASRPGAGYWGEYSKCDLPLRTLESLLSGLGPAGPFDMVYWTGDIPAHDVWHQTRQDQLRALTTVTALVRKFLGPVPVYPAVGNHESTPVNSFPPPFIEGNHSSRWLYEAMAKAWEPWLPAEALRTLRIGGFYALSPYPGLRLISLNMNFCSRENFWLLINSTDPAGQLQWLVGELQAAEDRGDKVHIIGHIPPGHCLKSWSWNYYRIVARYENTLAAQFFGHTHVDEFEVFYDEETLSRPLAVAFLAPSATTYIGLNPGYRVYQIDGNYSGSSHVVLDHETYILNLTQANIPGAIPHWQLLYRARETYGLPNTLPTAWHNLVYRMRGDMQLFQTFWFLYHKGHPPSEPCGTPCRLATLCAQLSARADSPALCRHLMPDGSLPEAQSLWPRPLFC
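HMU-PC0 cleavage (9 uM final) by human placental ASM, 60 min at 37 °C following 10 min compound exposure at RT; stopped at pH 10, fluorescence Ex 386/Em 447 nm.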
hERG WT inh – blocks the wildtype human KCNH2 potassium channel | activity change, % at 1.84 µM | 340,000 tested, 0.37% active | AID 720551 | Q12809 | U2OS, BacMam KCNH2, thallium flux FluxOr; active compounds read low;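 active = maximum activity change below -70%; inconclusive = maximum activity change between -70% and -50%; inactive = maximum activity change above -50%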; also: % is scaled to controls: 0 for no effect and ±100 for the full control effect
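U2OS cells were transduced with wild-type KCNH2 virus (2.03 x 10^8 / mL) for 4 h at room temperature, then cultured overnight at 37 C. Thallium flux was read with FluxOr dye. Rate constants were normalized to DMSO controls.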
Starred values were filed as active, the others as inactive; ? = inconclusive; · = not tested or not shown; & = joins results of further samples; [ ] = remark or other dose. Unless noted, calls follow the shape of the dose curve; as a rule, active = well fitted curve in the direction sought with a large enough effect; inconclusive = small, poorly fitted or top-dose-only effect, or another doubt; inactive = no such curve, though single readings can be large; an effect the other way counts as inactive or inconclusive. This is a subset; rates above refer to the full screens.

SMILES | GALK inh | PKM2 act | Mito fusion act | TSHR antag | Eya2 inh | USP2a block | MBNL1-CUG inh | BCR signal inh | Menin-MLL TR inh | ASM inhibitor | hERG WT inh
Cc1onc(-c2ccccc2)c1-c1csc(N/N=C/c2ccccc2)n1 | 0% | -2% | -1% | -10 | -10% | -1% | · | 3% | · | -12% | 5
O=C(Nc1nnc(SCC(=O)N2CCCCC2)s1)c1ccc(F)cc1F | 16% | 0% | 11% | 0 | 1% | -1% | 6% | 7% | 13% | -1% | -152*
CCc1ccc(OCc2nnc(-c3ccccc3Br)o2)cc1 | · | · | 5% | -3 | -3% | 2% | · | 8% | · | -3% | 9
O=C(c1cccc([N+](=O)[O-])c1)N1CCN(S(=O)(=O)N2CCCCC2)CC1 | 15% | 1% | -13% | 0 | 5% | 0% | ? | -2% | -9% | -3% | -9
CCOC(=O)N1CCC(N2CC34C=CC(O3)C(C(=O)Nc3ccc(C)cc3)C4C2=O)CC1 (stereo not drawn) | 2% | 0% | 6% | 9 | -11% | 4% | 0% | 2% | -18%[11.7 µM] | -5% | -7
COc1ccc(OC)c(NC(=O)CC2Oc3ccccc3NC2=O)c1 (stereo not drawn) | 1% | · | -12% | 1 | 2% | 4% | -6% | -19% | 12% | 0% | 0
Cc1ccccc1-n1nc(C)c2cc(C(=O)N3CCN(S(=O)(=O)c4ccc(F)cc4)CC3)sc21 | -1% | 4% | 10% | -6 | 3% | 1% | -7% | -7% | -4% | 0% | 1
CC(NC(=O)c1cc2ccccc2o1)c1cccs1 (stereo not drawn) | -1% | -8% | 1% | -3 | -7% | 0% | -4% | ? | 3% | 2% | -6
NNC(=S)Nc1cc(S(=O)(=O)N2CCOCC2)ccc1N1CCOCC1 | 0% | -1% | -5% | -4 | 6% | -5% | 3% | -7% | 6% | 8% | 5
O=C(Nc1ccccc1)c1ccc[nH]1 | 1% | -13% | 1% | 1 | 2% | -1% | 4% | -1% | -4% | -2% | ·
Cc1cc(C)c2nc(-c3cccnc3)cc(C(=O)NC(C)c3cnn(C)c3C)c2c1 (stereo not drawn) | 1% | 4% | 4% | -13 | 5% | 4% | 11% | 2% | -2% | 1% | -6
COC(=O)[C@]1(Cc2ccccc2)N[C@H](c2ccc(-c3cc(C(C)=O)cs3)cc2)[C@@H]2C(=O)N(C)C(=O)[C@@H]21 | · | · | 27% | -2 | 3% | -2% | · | -13% | · | -1% | 7
Cc1ccc2nc(C)cc(C(=O)NC3CCCCCC3)c2c1 | · | · | · | 18 | -14% | -4% | · | -6% | · | -7% | -1
O=C(NCCCN1CCCC1=O)c1cccc(NS(=O)(=O)c2ccccc2)c1 | · | · | -4% | 16 | 8% | 2% | · | ? | · | 4% | 21
COc1ccc(S(=O)(=O)Cc2ccc(C(=O)NCc3cccs3)o2)cc1 | 3% | 0% | 1% | 10 | 1% | 2% | -2% | 6% | -3% | -1% | 25
O=C(OCC(=O)N1CCCCC1)c1cc(S(=O)(=O)N2CCOCC2)c(Cl)cc1Cl | · | · | · | -24 | 1% | 2% | · | -3% | · | 4% | -3
O=C(C(NS(=O)(=O)c1cccs1)c1ccccc1)N1CCN(c2ccccc2)CC1 (stereo not drawn) | 1% | 8% | 5% | -2 | 0% | 2% | -2% | -2% | · | 7% | 8
Cc1ccc(CN2C(=O)C(C)Oc3ccccc32)cc1 (stereo not drawn) | -1% | 1% | 7% | -4 | 5% | 0% | 6% | 13% | 0% | 0% | -2
CC(=O)NCCc1nc2ccccc2n1CCCCOc1ccccc1 | · | · | -6% | 10 | -15% | 1% | 2% | 0% | -12% | -1% | 5
CCC1(C)Cc2ccccc2C(=S)N1 (stereo not drawn) | -2% | 2% | -13% | -23 | -7% | 1% | -4% | ? | -11% | 5% | -25

Part of the list above, tab-delimited:
molecule	GALK inh	PKM2 act	Mito fusion act	TSHR antag	Eya2 inh	USP2a block	MBNL1-CUG inh	BCR signal inh	Menin-MLL TR inh	ASM inhibitor	hERG WT inh
O=C(C(NS(=O)(=O)c1cccs1)c1ccccc1)N1CCN(c2ccccc2)CC1 (stereo not drawn)	1%	8%	5%	-2	0%	2%	-2%	-2%	·	7%	8
Cc1cc(C)c2nc(-c3cccnc3)cc(C(=O)NC(C)c3cnn(C)c3C)c2c1 (stereo not drawn)	1%	4%	4%	-13	5%	4%	11%	2%	-2%	1%	-6
Cc1ccc2nc(C)cc(C(=O)NC3CCCCCC3)c2c1	·	·	·	18	-14%	-4%	·	-6%	·	-7%	-1

Further entries
SMILES | GALK inh | PKM2 act | Mito fusion act | TSHR antag | Eya2 inh | USP2a block | MBNL1-CUG inh | BCR signal inh | Menin-MLL TR inh | ASM inhibitor | hERG WT inh
Cc1ccc(S(=O)(=O)N2CCC(=O)N(C(COCc3cccc(C(F)(F)F)c3)C(C)C)CC2)cc1 (stereo not drawn) | · | -10% | 12% | -4 | -7% | -6% | 6% | -11% | 0% | -9% | -7
CCOCCCNC(=O)C(NC(=O)CNC(=O)c1ccccc1)c1ccccc1 (stereo not drawn) | -1% | 2% | -1% | -2 | -40% | 1% | 2% | 5% | · | -3% | -4
CCN(CC)S(=O)(=O)c1cc(OC)ccc1N=Nc1ccc(O)c2ncccc12 | · | · | -8% | 1 | -22% | -1% | 36%[activator] | 6% | ? | -5% | -2
O=C(Cn1cnc2ccccc2c1=O)N1CCc2ccccc2C1 | -2% | 0% | -13% | 0 | -2% | 1% | -4% | -2% | -1% | 1% | -6
O=C(NCC(=O)N(c1cccnc1)C(C(=O)NCc1ccco1)c1ccccc1)c1ccco1 (stereo not drawn) | 10% | -3% | 1% | -3 | 14% | 2% | -15% | 1% | -1% | 5% | -8
CCOC(=O)CC1(C)OCC(C[N+]2(C)CCCCC2)O1 (stereo not drawn) | 4% | -16% | 1% | 15 | 11% | 1% | -8% | 4% | 10% | 7% | -25
CCCCOC(=O)Nc1nc2ccc([N+](=O)[O-])cc2s1 | 9% | -3% | 11% | 0 | -5% | -1% | · | 10% | -10% | -1% | 12
Cc1cc(C)c(C(=O)CSc2nnc(N)s2)cc1C | 5% | 0% | 3% | -6 | 1% | 0% | · | ? | · | 0% | -31
COC(=O)[C@@]1(Cc2ccc(OC)cc2)[C@H]2c3cc(C(=O)N4CCCC4)n(CCO)c3C[C@H]2CN1C(=O)c1ccccc1 | · | -5%&0% | -3% | -6 | 5% | -1% | -29% | 0% | -6%&-16% | 12% | ·
CCc1ccc(/C=C2\SC(=S)N(CCCC(=O)Nc3ccccc3C(=O)O)C2=O)cc1 | -16% | · | 1% | -2 | -7% | -1% | 1% | ? | · | -1% | 6
O=C(Nc1ccccc1N1CCCC1)c1cc2ccccc2o1 | 1% | -11% | ? | -4 | -7% | -6% | 1% | ? | 4% | -1% | -5
Cc1ccc(C(=O)Oc2ccc(Br)cc2C(=S)N2CCOCC2)cc1 | -1% | · | -13% | -9 | 4% | -1% | -4% | 1% | 23% | 0% | -6
CCOc1cc(CNC(C)C)c(Cl)cc1OCC(=O)NCCc1ccccc1 | 0% | 7% | -5% | -10 | 1% | 4% | 0% | -1% | 3% | 1% | 15
C=CCSC(=C(C#N)C#N)c1cc2c([nH]1)CCCC2 | -2% | -10% | 3% | -26 | 1% | -2% | 16% | -4% | · | -13% | 0
CCNS(=O)(=O)c1ccc(NC(=O)Nc2cccc(C(F)(F)F)c2)cc1 | 0% | 0% | -3% | · | · | · | -11% | · | ? | ? | 18
COc1ccc(-c2cc(=O)oc3c(C)c(OCC(=O)N[C@@H](Cc4ccc(O)cc4)C(=O)O)ccc23)cc1 | · | 0% | -3% | -10 | 14% | 0% | ? | 1% | -4% | -11% | -10

Screening results: PubChem BioAssay, National Center for Advancing Translational Sciences (NCATS)
